TRPN1 ag: activates the zebrafish TRPN1 channel; AID 1424; 0.18% of 220,000 active; HEK293 zebrafish TRPN1-YFP, Fluo-8 calcium fluorescence; 100% = response to 87 µM carbachol; activation, % at 3 µM;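 active = activation above its plate's cutoff, the mean activation of test wells on that plate plus 3 SD, cut at about 19% in these data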;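 note: 0% = DMSO alone and 100% = 87 µM carbachol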
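System: zebrafish TRPN1-YFP in HEK293 cells / Dosing: 3 µM single point / Timing: dye loading 1 h at 37 °C, then 30 min room temperature / Signal: Fluo-8 calcium fluorescence, excitation 470-495 nm, emission 515-575 nm / Read-out basis: percent activation from peak over basal fluorescence ratio, control-normalized / Control set: high carbachol 87 µM, low DMSO alone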
PGE2 EP2 inh: blocks the human prostaglandin E2 receptor EP2 | AID 1422 | C6 glioma cells expressing human EP2, cAMP TR-FRET; cells stimulated with saturating PGE2 | inhibition, % at 25 µM | P43116 | 0.52% of 260,000 active;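 active = percent inhibition above 40 after rounding to a whole number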;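 note: rat C6 glioma host cells with rolipram phosphodiesterase inhibitor present; the protocol text gives 20 µM as final concentration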
Target sequence (P43116 whole entry, looked up): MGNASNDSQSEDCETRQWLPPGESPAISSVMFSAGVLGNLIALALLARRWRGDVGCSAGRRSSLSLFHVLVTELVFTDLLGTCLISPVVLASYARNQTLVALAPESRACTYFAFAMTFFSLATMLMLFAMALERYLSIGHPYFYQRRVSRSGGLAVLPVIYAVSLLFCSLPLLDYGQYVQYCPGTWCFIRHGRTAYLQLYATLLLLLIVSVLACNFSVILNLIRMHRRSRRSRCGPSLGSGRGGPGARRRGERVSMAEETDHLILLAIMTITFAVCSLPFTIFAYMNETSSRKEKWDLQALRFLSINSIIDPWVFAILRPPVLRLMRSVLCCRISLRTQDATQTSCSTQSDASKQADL
TRPML3 ag: agonists of human TRPML3 channel; Q8TDD5; HEK293 TRPML3-YFP, Fluo-8 calcium fluorescence; 100% = the carbachol control signal; activation, % at 3 µM; 0.29% of 220,000 active; AID 1448;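 active = activation above its plate's cutoff, the mean activation of the plate's test wells plus 3 SD, cut at about 12% in these data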;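 note: 0% = DMSO only wells and 100% = carbachol wells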
Target sequence (Q8TDD5 whole entry, looked up): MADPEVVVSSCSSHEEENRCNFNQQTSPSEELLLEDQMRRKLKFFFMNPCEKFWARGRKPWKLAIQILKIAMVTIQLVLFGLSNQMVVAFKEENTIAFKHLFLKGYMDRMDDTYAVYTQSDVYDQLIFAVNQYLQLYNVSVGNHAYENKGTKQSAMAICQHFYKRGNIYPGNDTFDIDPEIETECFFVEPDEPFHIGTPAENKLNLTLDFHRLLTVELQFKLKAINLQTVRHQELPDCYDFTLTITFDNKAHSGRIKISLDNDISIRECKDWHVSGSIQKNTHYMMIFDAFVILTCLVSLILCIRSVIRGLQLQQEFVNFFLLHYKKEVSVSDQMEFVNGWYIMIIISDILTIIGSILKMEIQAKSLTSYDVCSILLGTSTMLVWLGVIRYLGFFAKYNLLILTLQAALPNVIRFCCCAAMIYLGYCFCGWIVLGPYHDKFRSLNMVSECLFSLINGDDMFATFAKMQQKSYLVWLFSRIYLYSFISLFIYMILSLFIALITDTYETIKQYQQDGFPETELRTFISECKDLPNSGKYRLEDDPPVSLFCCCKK
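Test system: HEK293 cells stably carrying human TRPML3-YFP; Doses: single dose, 3 µM final nominal compound, 0.3% DMSO final; Schedule: dye loading 1 h 37 °C then 30 min ambient, 125 s read; Technique: Fluo-8 calcium fluorescence; Benchmarks: high control carbachol 87 µM, low control DMSO.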
NPY-Y1 PAM-ag: potentiates or activates human NPY-Y1 receptor; P25929; NPY-Y1 expressing cells, potentiator/agonist activation; activation, % at 3.6 µM; 0.37% of 220,000 active; AID 1304; in the data active = activation above about 33%, passing the limit was not always enough;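 note: cells stimulated with NPY at EC10 then isoproterenol at EC100; 0% = low agonist plus stimulus and 100% = saturating agonist plus stimulus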
PPC-1+TRAIL kill: compounds killing PPC-1 cancer cells with TRAIL present (potentiator screen, no TRAIL-free arm); 0.41% of 220,000 active; AID 1443; cell killing (% activity), % at 4 µM; PPC-1 cells + TRAIL, ATPLite viability luminescence;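 active = cell killing above 50% in the first pass at 4 µM, then a duplicate retest at 5 µM averaging 50% or more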;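 note: plate controls were cells with TRAIL plus DMSO for no effect and medium-only wells lacking cells for full effect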
NPY Y1 blocker: blocks the human neuropeptide Y Y1 receptor; P25929; HEK293-CNG Y1 cells, membrane potential fluorescence; NPY at EC95, then isoproterenol; inhibition, % at 3.6 µM; 1% of 200,000 active; AID 1040;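 active = inhibition above the campaign mean inhibition of all tested compounds plus 3 SD, cut at about 20% in these data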;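 note: 0% = DMSO wells given NPY plus isoproterenol and 100% = isoproterenol alone without NPY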
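Material: HEK293 cells co-expressing NPY Y1 receptor and cyclic-nucleotide gated channel. Timing: compound incubation 1 h at room temperature, readout 45 min post-stimulation. Signal: fluorescence, membrane potential probe.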
EP2 modulator: modulates human prostaglandin E2 receptor EP2 signaling; P43116; EP2-expressing cells, cAMP HTRF FRET, PGE2 co-stimulation; induction, % at 25 µM; 0.83% of 260,000 active; AID 940;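 active = compounds whose cAMP rise, as percent of the full-agonist control response, exceeds 60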;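 note: rat C6 glioma line stably carrying human EP2 under a CMV promoter; the protocol text gives 20 µM as final concentration; 100% = response of wells given 1 µM PGE2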
14-3-3 Bad PPI: disrupts binding of bovine 14-3-3 zeta to phospho-Bad peptide | TR-FRET 14-3-3zeta/Dy647-pBad peptide displacement, 1 h | inhibition, % at 21.7 µM | 0.71% of 220,000 active | AID 781;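 active = inhibition above about 70%, limit read from the data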;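 note: 0% = full 14-3-3 plus peptide FRET controls and 100% = background without 14-3-3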
CHOP inhibitor: blocks CHOP induction under ER stress. CHO-K1 CHOP-promoter luciferase, tunicamycin-induced, 15-18 h. inhibition, % at 10 µM. 3.8% of 220,000 active;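 active = compounds that reduced the stress-induced luciferase reporter signal by more than about 70% of percent inhibition, limit read from the data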;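 note: 0% = tunicamycin plus vehicle and 100% = wells without tunicamycin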
The depositor's hits bear a star; . = not tested or not shown; & = joins results of further samples; [ ] = remark or other dose.

SMILES | TRPN1 ag | PGE2 EP2 inh | TRPML3 ag | NPY-Y1 PAM-ag | PPC-1+TRAIL kill | NPY Y1 blocker | EP2 modulator | 14-3-3 Bad PPI | CHOP inhibitor
CCOC(=O)c1sc(=S)n(-c2ccc(OC)cc2)c1N | 0.1 | 7 | 0.3 | 10 | 12 | . | -21 | -4 | 17
Clc1ccc(-c2nc(NCCN3CCOCC3)c3ccccc3n2)cc1 | 2.9 | 8 | 0.4 | -4 | -2 | -3 | -33 | 6 | -14
C/C(CC(=O)Nc1ccc([N+](=O)[O-])cc1)=N/NC(=O)C1CC12CCC2 (configuration not stated) | -0.9 | 3 | 0.5 | 8 | 6 | -1 | -6 | -13 | 11
COc1ccc(NC(=O)CN2C(=O)C(C)SC(C)C2=O)cc1 (configuration not stated) | -0.6 | 5 | 0.0 | 6 | -10 | -4 | 10 | -11[fluorescence artefact?] | -7
CC(NC(=O)C(Cc1ccccc1)N1C(=O)C2C3CCC(C3)C2C1=O)c1ccccc1 (configuration not stated) | -1.2 | 8 | 0.5 | 11 | -11 | -6 | -3 | 18 | -2
C=CCn1c(SCC(=O)Nc2nnc(C)s2)nnc1-c1cccnc1 | 2.2 | 14 | -0.1 | 4 | -8 | -1 | -13 | 0 | 11
Cc1cccc(C(=O)N[C@H](C(=O)OCC(=O)NC(=O)c2cccn2C)C(C)C)c1 | 0.5 | 9 | 1.1 | -10 | 22 | -1 | 22 | -14 | -15
CCOc1ccccc1C(=O)OCC(=O)Nc1ncc(C(F)(F)F)cc1Cl | -0.4 | 8 | 0.5 | 3 | 1 | -3 | 19 | -3 | 12
COc1ccc(Oc2ccc(/C=C/C(=O)c3ccc(O)cc3)cc2[N+](=O)[O-])cc1 | -0.7 | 26 | -0.7 | 19 | 2 | -4 | -42 | -4 | 86*
Cc1ccc(/C=C/C(=O)Nc2ccc([N+](=O)[O-])c(NC(=O)/C=C/c3ccc(C)o3)c2)o1 | 0.0 | 5 | -0.6 | 9 | -5 | 0 | -14 | -9 | -27
Cc1noc(C)c1COC(=O)c1ccc2c(c1)S(=O)(=O)c1ccccc1C2=O | 0.8 | 18 | -0.1 | 10 | 18 | -2 | -3 | . | 20
Cc1cccc(NC(=O)CSc2nsc(SCC(=O)Nc3cccc(C)c3)c2C#N)c1 | -2.1 | 9 | 0.3 | -12 | 11 | 5 | -16 | -9 | -9
Cc1ccc(NC(=O)Cc2ccc(-n3cccc3)cc2)c(C)c1 | -1.1 | 5 | -0.3 | -4 | 12 | 0 | -29 | -15 | 10
O=C(c1ccccc1)N1CC(COc2ccccc2)OC(c2ccco2)O1 (configuration not stated) | 1.1 | 8 | 0.9 | -6 | 2 | 8 | 15 | 9 | 5
NS(=O)(=O)c1ccc(NC(=S)NC2CCCC2)cc1 | 1.7 | 1 | 1.3 | 19 | 29 | -4 | 5 | 10[fluorescence artefact?] | 12
O=C(OC(c1ccc(NS(=O)(=O)c2ccccc2)cc1)(C(F)(F)F)C(F)(F)F)c1ccccc1 | 1.1 | 12 | 0.9 | 18 | -5 | 1 | -59 | 20[fluorescence artefact?] | 92*
Cc1c(NC(=O)/C(C#N)=C/C2CC=CCC2)c(=O)n(-c2ccccc2)n1C (configuration not stated) | 1.1 | . | -0.1 | -2 | 16 | 6 | 6 | 1 | -5
COc1ccc(-c2n[nH]c3c2C(c2ccc(OC)c(OC)c2)N(c2ccccc2)C3=O)cc1 (configuration not stated) | -0.7 | 4 | 0.0 | -53 | 2 | 13 | 29 | 1 | 17
Cn1cc(CCNC(=O)CC2C(=O)NCCN2CC(c2ccccc2)c2ccccc2)cn1 (configuration not stated) | 0.6 | 12 | 0.6 | 13 | 6 | . | 10 | 0 | 8
CCOC(=O)c1cnn(-c2ccccc2)c1-c1ccccc1 | -1.0 | 16 | -1.2 | -6 | 15 | 3 | 18 | -7 | 24
O=c1[nH]cnc2ccc([N+](=O)[O-])cc12 | 1.7 | 2 | 0.5 | -14 | 5 | . | -2 | 6 | 9
COc1ccc(N2CCN(C(=O)NC3CC(=O)N(c4ccc(OC)cc4)C3)CC2)cc1 (configuration not stated) | -0.4 | 6 | 0.8 | 3 | 19 | -6 | -51 | -6 | 11
Cc1cccc(NC(=O)CCCn2c(=S)[nH]c3ccccc3c2=O)c1 | -0.8 | 8 | -0.8 | -6 | -2 | 2 | -69 | -13 | 6
Cc1cccc(/C=N/Nc2ccc3ccccc3n2)c1 | -1.7 | 5 | -0.3 | -9 | 71*[5 µM] | 4 | -11 | 0 | 97*
Cc1ccc(CNC(=O)/C=C/c2ccc(S(=O)(=O)N3CCOCC3)cc2)cc1 | -0.2 | 6 | 0.4 | 4 | 16 | 10 | -36 | -14 | 8

Following part
SMILES | TRPN1 ag | PGE2 EP2 inh | TRPML3 ag | NPY-Y1 PAM-ag | PPC-1+TRAIL kill | NPY Y1 blocker | EP2 modulator | 14-3-3 Bad PPI | CHOP inhibitor
CC(C)N(C)S(=O)(=O)c1ccc(Cl)c(C(=O)O)c1 | 1.0 | 8 | 0.5 | 4 | -2 | -4 | 28 | -7 | 16
C/C(=N\NC(=O)c1cc(C(C)(C)C)[nH]n1)C12CC3CC(CC(C3)C1)C2 | -0.3 | 5 | 0.6 | 14 | 7 | 4 | -12 | 20 | 69
CC(OC(=O)c1cc(S(=O)(=O)N(C)c2ccccc2)ccc1Cl)C(=O)Nc1ccc2c(c1)OCCO2 (configuration not stated) | -2.0 | 8 | 0.4 | -1 | 24 | -2 | 13 | -15[fluorescence artefact?] | 35
CCSc1nnc(NC(=O)[C@@H](NC(=O)c2ccccc2)C(C)C)s1 | -0.3 | 8 | 0.5 | -11 | 10 | -2 | 3 | -21[fluorescence artefact?] | -13
Cc1ccc(-n2c(C)cc3c2CC(C)(C)CC3=O)cc1C | -1.4 | 8 | -0.8 | 9 | -1 | -4 | 27 | -7[fluorescence artefact?] | 105*
COc1ccc(CCN=CC2=C(O)CCCC2=O)cc1OC | 0.1 | 4 | 0.9 | 14 | 0 | -1 | 19 | -11[fluorescence artefact?] | 24
COc1ccc(N2CCN(c3ccc(N4C(=O)CC(C)C4=O)cc3[N+](=O)[O-])CC2)cc1 (configuration not stated) | 5.4 | 22 | 1.4 | 11 | 10 | -2 | -10 | -12 | 44
Cc1cc(NC(=O)C2CC2)ncc1NC(=O)c1ccccn1 | 1.2 | 4&1 | 0.9 | 18 | -2 | -4 | -10&8 | -12 | 65
CCc1cc2c(SCC(=O)c3ccc(Cl)s3)ncnc2s1 | -0.1 | 8 | 0.2 | -24 | 4 | 3 | 16 | -13[fluorescence artefact?] | 46
O=C(COC(=O)c1cccs1)NC1CCCCC1 | -0.6 | 10&7 | 0.5 | -6 | -2 | 3 | 8&-17 | -8 | 12
COc1ccc2nc(NC(=O)C3CCCN(S(=O)(=O)c4cccc5nsnc45)C3)sc2c1 (configuration not stated) | -1.2 | 12 | 0.2 | 13 | 16 | -6 | -33 | -12 | 51
CCOc1cc(/C=N/Nc2cccc(C(=O)O)c2)ccc1OCC(=O)N1CCCCC1 | -0.9 | 3 | -0.3 | 10 | 8 | 6 | 29 | -11 | -12
COc1ccc([N+](=O)[O-])cc1N(CC(=O)NC1CCCCC1)S(C)(=O)=O | -1.1 | 6 | 0.1 | -19 | 31 | -1 | 26 | 7 | -9
CCn1cc(C(=O)O)c(=O)c2cc(F)c(N3CCN(C(=O)Nc4ccccc4)CC3)cc21 | 0.4 | 11 | 0.4 | -6 | 10 | 0 | 23 | 3 | -17
O=C(Nc1ccc2oc(=O)ccc2c1)c1cc([N+](=O)[O-])ccc1N1CCOCC1 | -0.1 | 2 | 1.2 | -18 | 7 | 0 | -10 | -10 | -12
O=C(/C=C/c1ccc(F)cc1)NCCNC(=O)/C=C/c1ccc(F)cc1 | 2.1 | 6 | -0.1 | 9 | 2 | 9 | -16 | 6 | 37
NCC(=O)Nc1ccc(Br)cc1 | 0.8 | 4 | 1.3 | 13 | -8 | -1 | -21 | -6 | -15
COc1ccccc1C(=O)Nc1ccc(N2CCN(S(C)(=O)=O)CC2)cc1 | 0.8 | 3&13 | 0.7 | 10 | 20 | 2 | 2&-31 | 4 | -8
CC1CCCN(CCCNC(=O)CCn2nc(-c3ccccc3)ccc2=O)C1 (configuration not stated) | -0.7 | . | -0.3 | 8 | 2 | 5 | 15 | -6 | 12
COc1cccc(/C=N/NC(=O)CSc2ccccc2C)c1O | 2.2 | 0 | 0.4 | 0 | 23 | 2 | -90 | -10[fluorescence artefact?] | 50
O=C(COC(=O)c1ccco1)NCc1cccs1 | 1.3 | -5&18 | 1.0 | -9 | -4 | -6 | -1&0 | 62 | -16
Cc1ccc(Cn2c(=N)n(CC(O)COc3ccccc3)c3ccccc32)cc1 (configuration not stated) | 1.6 | -5 | 0.1 | -57 | 12 | 36* | -22 | 2 | 37
O=C(Nc1ccc2c(c1)OCO2)c1ccc(Cl)s1 | -0.8 | 8 | 0.1 | 5 | 14 | -1 | 12 | -5 | -12

Reformatted with two lines to a compound: entries from further up
Below each compound: TRPN1 ag, PGE2 EP2 inh, TRPML3 ag, NPY-Y1 PAM-ag, PPC-1+TRAIL kill, NPY Y1 blocker, EP2 modulator, 14-3-3 Bad PPI, CHOP inhibitor
O=C(/C=C/c1ccc(F)cc1)NCCNC(=O)/C=C/c1ccc(F)cc1
    2.1, 6, -0.1, 9, 2, 9, -16, 6, 37
NCC(=O)Nc1ccc(Br)cc1
    0.8, 4, 1.3, 13, -8, -1, -21, -6, -15
COc1ccccc1C(=O)Nc1ccc(N2CCN(S(C)(=O)=O)CC2)cc1
    0.8, 3&13, 0.7, 10, 20, 2, 2&-31, 4, -8
CC1CCCN(CCCNC(=O)CCn2nc(-c3ccccc3)ccc2=O)C1 (configuration not stated)
    -0.7, ., -0.3, 8, 2, 5, 15, -6, 12
COc1cccc(/C=N/NC(=O)CSc2ccccc2C)c1O
    2.2, 0, 0.4, 0, 23, 2, -90, -10[fluorescence artefact?], 50
O=C(COC(=O)c1ccco1)NCc1cccs1
    1.3, -5&18, 1.0, -9, -4, -6, -1&0, 62, -16

An excerpt (hit frequency here may not be typical).
